High-throughput results deposited in PubChem by National Center for Advancing Translational Sciences (NCATS).
EPAC1 antag – blocks human EPAC1 exchange factor. EPAC1 GEF assay, Rap1b-BODIPY-GDP exchange fluorescence. O95398. actives 0.14% (n = 360,000). Potency, µM (doses to about 115 µM), inactives show at the highest dose activity change, negative = inhibition, usual class: inhibitors;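 note: potency is the fitted concentration of half-maximal effect; plate controls were vehicle for no effect and positive control for full effect; nearly all actives have a fitted effect of over 50% in size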
PI5P4Ka inh – blocks human PI5P4K alpha kinase activity. P48426. PI5P4Kalpha enzyme, ADP-Glo luminescence, 60 min; stronger effect = lower value. max response, %. actives 1.2% (n = 330,000). AID 652105; active = max response of -50% or lower; inconclusive = between -30% and -50%; inactive = -30% or higher; note: value at the top dose of about 77 µM; % is set by controls: 0 for no effect and ±100 for the full control effect
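Quantitative HTS of the MLSMR library against PI5P4Kalpha with substrate. ATP added last at 5 microM final; room temperature, 60 minutes. Remaining ATP depleted, ADP converted and read as luminescence.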
Abeta yeast res – restores growth of yeast expressing A-beta42 peptide; AID 1347071; actives 0.063% (n = 410,000); yeast expressing A-beta42, growth rescue, OD600, 48 h; response scale: 0% DMSO, 100% iron-clioquinol control; Potency, µM (doses to about 46.1 µM), for inactives: at the top dose growth rescue, hits mostly activators; note: potency is the fitted concentration of half-maximal effect; nearly all actives have a fitted effect of over 55% in size
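Growth rescue measured by 600 nm absorbance after 48 h yeast culture at 30 C with compound. Values normalized between DMSO and an equimolar ferric chloride plus clioquinol control.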
aSyn yeast inh – inhibitors of alpha-synuclein toxicity in yeast. Potency, µM (series often up to 46.1 µM), without a hit: top-dose growth rescue (activation), hits mostly activators. Yeast expressing alpha-synuclein, growth rescue, BacTiter-Glo, 24 h. AID 652106. actives 0.14% (n = 370,000); note: potency is the fitted concentration of half-maximal effect; % of control where 0% means no effect; nearly all actives have a fitted effect of over 65% in size
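Readout is rescue of growth in alpha-synuclein-expressing yeast, so inhibitors of toxicity appear as activators. Growth after 24 hr at 30 deg C in galactose medium is quantified by luminescence.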
IL2 activator – activates IL-2 in a cell-based reporter assay; actives 0.065% (n = 360,000); activation, % (series mostly up to about 46 µM); IL-2 activation reporter assay, cell-based qHTS; stimulated with anti-CD3/CD4/CD28 beads; in transgenic mouse T cells; in the data active = activation above about 50%; inconclusive = mostly about 30% to 49%; note: 0% is about no effect
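Unstimulated transgenic mouse T cells, 750 per well, received compound and, after 60 minutes, anti-CD3/anti-CD4 bead plus anti-CD28 stimulation. EGFP and DsRed were quantified after 18 hours.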
PLK1 PBD inh – inhibitors of human PLK1 polo-box domain binding; Plk1 PBD binding of FITC phosphopeptide, fluorescence polarization; Potency, µM, for inactives: max response, negative = inhibition, usual class: inhibitors; actives 2.8% (n = 360,000); AID 720504; note: potency is the fitted concentration of half-maximal effect; series mostly up to about 57 µM; % is set by controls: 0 for no effect and ±100 for the full control effect; nearly all actives have a fitted effect of over 65% in size
FUS yeast rescue – rescues growth of FUS-expressing yeast | S. cerevisiae FUS-expressing, growth rescue, OD600, 24 h | Potency, µM (highest dose often 76.6 µM), without a hit: at the top dose growth rescue (activation), actives largely listed as activators | actives 0.24% (n = 390,000) | AID 1347120;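 note: potency is the fitted concentration of half-maximal effect; plate controls were DMSO vehicle for no effect and reference control for full effect; nearly all actives have a fitted effect of over 55% in size; some results filed as inactive show a strong effect at the top dose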
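FUS-expressing yeast, raffinose-pregrown, induced in 2% galactose minimal medium at OD 0.005; compounds in a dilution series, 24hr at 30C. Growth restoration read as absorbance at 600 nm. CP55940 positive control, DMSO negative.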
EPAC1 agonist – agonists of human EPAC1 | O95398 | EPAC1 agonist qHTS, biochemical assay; response scale: 100% = response to 6.5 mM cAMP | Potency, µM (doses to about 154 µM), inactives show at the top dose activation, hits mostly activators | actives 0.073% (n = 360,000) | AID 720707; note: potency is the fitted concentration of half-maximal effect; nearly all actives have a fitted effect of over 60% in size
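Nucleotide exchange by EPAC1 (100 nM) on Rap1B–BODIPY-GDP (250 nM) in the presence of 50 uM GDP is tracked fluorescently at 480/540 nm over 30 min. Signals are normalized to a 6.5 mM cAMP control.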
WRN inhibitor – inhibitors of human WRN helicase; Q14191; Potency, µM (titrated, usually from 114 µM), without a hit: at the top dose activity change, negative = inhibition, most hits filed as inhibitors; WRN helicase unwinding, fluorescent forked duplex, kinetic; AID 651768; actives 0.46% (n = 360,000); note: potency is the fitted concentration of half-maximal effect; % is set by controls: 0 for no effect and ±100 for the full control effect; nearly all actives have a fitted effect of over 55% in size
Target sequence (Q14191 whole entry, looked up): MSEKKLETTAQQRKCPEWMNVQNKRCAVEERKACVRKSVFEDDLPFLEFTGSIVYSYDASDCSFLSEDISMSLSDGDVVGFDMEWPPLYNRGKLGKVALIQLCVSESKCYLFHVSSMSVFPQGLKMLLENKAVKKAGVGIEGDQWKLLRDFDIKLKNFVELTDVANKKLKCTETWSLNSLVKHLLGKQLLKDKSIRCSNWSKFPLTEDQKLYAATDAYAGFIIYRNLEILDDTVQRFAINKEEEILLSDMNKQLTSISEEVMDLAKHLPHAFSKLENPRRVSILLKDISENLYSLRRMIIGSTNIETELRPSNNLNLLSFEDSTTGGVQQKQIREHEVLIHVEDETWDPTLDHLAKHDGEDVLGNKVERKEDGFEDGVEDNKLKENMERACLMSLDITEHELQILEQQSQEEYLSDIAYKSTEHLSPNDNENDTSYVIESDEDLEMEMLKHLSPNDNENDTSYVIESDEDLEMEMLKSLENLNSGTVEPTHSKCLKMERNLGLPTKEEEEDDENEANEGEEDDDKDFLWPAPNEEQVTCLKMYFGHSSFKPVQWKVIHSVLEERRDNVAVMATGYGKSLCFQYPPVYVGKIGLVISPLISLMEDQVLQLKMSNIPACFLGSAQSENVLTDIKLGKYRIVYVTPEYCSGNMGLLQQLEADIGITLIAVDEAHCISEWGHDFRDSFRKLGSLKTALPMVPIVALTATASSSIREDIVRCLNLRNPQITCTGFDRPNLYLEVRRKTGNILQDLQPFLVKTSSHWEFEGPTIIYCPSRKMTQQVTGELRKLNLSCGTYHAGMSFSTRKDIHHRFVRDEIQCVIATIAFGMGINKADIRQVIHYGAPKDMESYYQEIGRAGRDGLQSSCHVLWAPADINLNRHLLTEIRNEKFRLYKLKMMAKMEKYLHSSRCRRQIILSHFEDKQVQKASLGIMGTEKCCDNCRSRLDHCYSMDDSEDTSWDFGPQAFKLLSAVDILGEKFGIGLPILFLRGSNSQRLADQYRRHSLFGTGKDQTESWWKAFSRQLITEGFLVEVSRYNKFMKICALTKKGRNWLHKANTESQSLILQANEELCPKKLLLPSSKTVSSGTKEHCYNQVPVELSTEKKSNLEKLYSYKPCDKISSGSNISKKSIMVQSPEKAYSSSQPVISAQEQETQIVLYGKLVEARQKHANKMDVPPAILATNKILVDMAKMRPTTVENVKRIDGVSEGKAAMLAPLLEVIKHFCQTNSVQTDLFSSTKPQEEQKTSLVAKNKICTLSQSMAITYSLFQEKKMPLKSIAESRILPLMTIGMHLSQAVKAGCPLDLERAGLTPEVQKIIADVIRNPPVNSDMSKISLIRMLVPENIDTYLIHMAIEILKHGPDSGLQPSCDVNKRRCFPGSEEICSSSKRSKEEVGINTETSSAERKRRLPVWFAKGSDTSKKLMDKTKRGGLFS
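Fluorescence dequenching readout, ex 525 nm/em 598 nm, kinetic mode: forked duplex DNA (100 nM final) with adjacent fluorophore and quencher unwound by WRN (20 nM final) with 2 mM ATP. Compound preincubation 15 min, room temperature.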
Active calls of the source: *; ? = inconclusive; . = no result given; & = joins results of further samples; [ ] = dose if it differs, or a comment. Unless noted, calls come from the whole dose curve; as a rule, active = well fitted curve in the direction sought with a large enough effect; inconclusive = small, poorly fitted or top-dose-only effect, or another doubt; inactive = no such curve, though single readings can be large; an effect the other way counts as inactive or inconclusive.

SMILES	EPAC1 antag	PI5P4Ka inh	Abeta yeast res	aSyn yeast inh	IL2 activator	PLK1 PBD inh	FUS yeast rescue	EPAC1 agonist	WRN inhibitor
COC(=O)c1cc(-c2ccc(Cl)cc2Cl)n[nH]1	-27%	2	6%	2%	-0.8	2%	13%	-4%	7%
COc1cccc(C(=O)NNC(=O)C(=O)Nc2cccc(Cl)c2C)c1	-1%	1	-20%	17%	-0.3	-22%	27%	5%	7%
Cc1ccc(CN=c2c([N+](=O)[O-])nn(-c3cccc(C)c3)n2O)cc1	11%	3	-3%	3%	-0.5	3%	12%	1%	-14%
O=[N+]([O-])c1cc(Br)c2c(c1)CCN2	13%	-7	3%	8%	-3.6	3%	-35%	-3%	3%
COC(=O)c1ccc(NC(=O)C23CCC(C)(C(=O)O2)C3(C)C)cc1 (stereo not given)	11%	1	21%	2%	1.2	1%	5%	1%	-3%
O=c1c([N+](=O)[O-])c(N2CCOCC2)c2ccccc2n1Cc1ccccc1	-13%	1	1%	10%	-2.0	?	6%	10%	-10%
Cc1cc2oc(=O)cc(CN(C)Cc3ccccc3F)c2cc1Cl	3%	12	-7%	0%	-0.5	3%	1%	0%	-4%
CCOc1ccccc1NC(=O)N1CCCc2ccccc21	-9%	1	4%	15%	-3.0	-1%	-10%	-7%	7%
CN(C)N1C(N)=C(C#N)C(c2ccc(Cl)cc2)C2=C1CCCC2=O (stereo not given)	-7%	4	-17%	-9%	-2.0	-4%	29%	9%	3%
CCCn1c(=NC(=O)CCS(=O)(=O)c2ccccc2)sc2cc(S(N)(=O)=O)ccc21	10%	-22	-16%	7%	-2.6	-18%	38%	-3%	-8%
C[n+]1ccccc1COc1ccc(C(C)(C)C)cc1	-4%	-1	-7%	-2%	-3.6	-3%	.	5%	-4%
COc1ccc(-c2nc(-c3ccccn3)nc(N3CCN(C)CC3)c2C#N)cc1	12%	-1	-12%	-8%	0.8	-1%	14%	-13%	3%
CCNC(=S)Nc1cccc(S(=O)(=O)NC2=NCCC2)c1	-8%	-1	-18%	-2%	-1.2	-17%	13%	8%	4%
COc1ccccc1CNC(=O)CSc1nc2ccccc2c(=O)n1CCCN1CCOCC1	-13%	0	0%	-4%	-1.8	-9%	5%	8%	-25%[57.1 µM]
O=Cc1cnc(N2CCN(c3ccccc3)CC2)s1	-13%	-2	1%	1%	1.0	-20%	15%	-2%	-4%
C/C=C/C(=O)Nc1nnc(C(C)C)s1	13%	-4	-13%	-13%	0.8	-6%	-25%	-4%	1%
CCOc1ccccc1N1CCN(C(=O)c2cc3ccccc3cc2OC)CC1	-19%	-7	-1%	7%	0.8	-2%	29%	2%	-6%
O=C(NCc1ccccc1)C(c1ccco1)N(C(=O)c1csnn1)c1ccccc1 (stereo not given)	-17%	-5	2%	-2%	0.3	-20%	-21%	4%	?
COc1ccc(CNS(=O)(=O)c2cc(CN3C(=O)c4cccnc4C3=O)ccc2OC)cc1	-8%	-1	2%	-4%	-0.2	-7%	38%	-11%	5%
C=CC(=O)NCC1OCCc2ccccc21 (stereo not given)	-5%	0	-24%	-1%	0.0	-19%	5%	-12%	-8%[57.1 µM]
CN(C)c1ccccc1C(=O)N1CCCC(C(=O)c2ccc3ccccc3c2)C1 (stereo not given)	-3%	14	-2%	-1%	-0.7	-17%	?	5%	-15%
O=C(COC(=O)C(Cc1ccccc1)NC(=O)c1ccccc1)c1ccccc1 (stereo not given)	-7%	-5	6%	-8%	-0.8	-20%	0%	-1%	1%
COc1ccc2oc(C(=O)OCC(=O)N(C)CC(=O)Nc3ccc(C)cc3)c(C)c2c1	?	-3	-1%	-1%	1.1	-3%	?	3%	-1%
O=C(COC(=O)/C=C/c1ccccc1Cl)NC(=O)Cc1ccccc1	-22%	3	22%	5%	-0.1	-5%	.	2%	-12%
Cn1nc(-c2ccccc2)cc1NC(=O)Nc1ccccc1F	-19%	9	2%	4%	5.2	2%	-12%	1%	-3%
Cc1ccc(F)c(S(=O)(=O)NC(=O)C2(C)CCN2C(=O)Cc2cccc3ccccc23)c1 (stereo not given)	-6%	-1	15%	0%	-0.2	-1%	3%	-6%	-4%
CSc1ccccc1OCc1cc(C(=O)N(C)CCn2nc(C)cc2C)no1	-20%	-26	8%	15%	-6.6	3.4µM*	11%	3%	-7%
COc1cc(OC)cc(C(=O)Nc2ccc(Cn3ccnc3)cc2)c1	3%	2	-4%	-1%	-2.0	-7%	-20%	6%	2%
Cn1c(=O)c2c(-c3ccccc3)n(-n3cnnc3)cc2n(C)c1=O	-7%	-7	7%	0%	-0.5	-13%	-9%	-8%	5%
Cc1nc(SCC(=O)Nc2cccc(Cl)c2)n[nH]1	20%	-1	-9%	-3%	-0.4	-9%	6%	4%	10%

Some of the entries so far, in markdown:
| canonical_smiles | EPAC1 antag | PI5P4Ka inh | Abeta yeast res | aSyn yeast inh | IL2 activator | PLK1 PBD inh | FUS yeast rescue | EPAC1 agonist | WRN inhibitor |
| --- | --- | --- | --- | --- | --- | --- | --- | --- | --- |
| Cn1c(=O)c2c(-c3ccccc3)n(-n3cnnc3)cc2n(C)c1=O | -7% | -7 | 7% | 0% | -0.5 | -13% | -9% | -8% | 5% |
| Cc1nc(SCC(=O)Nc2cccc(Cl)c2)n[nH]1 | 20% | -1 | -9% | -3% | -0.4 | -9% | 6% | 4% | 10% |
| CN(C)c1ccccc1C(=O)N1CCCC(C(=O)c2ccc3ccccc3c2)C1 (stereo not given) | -3% | 14 | -2% | -1% | -0.7 | -17% | ? | 5% | -15% |
| O=C(COC(=O)/C=C/c1ccccc1Cl)NC(=O)Cc1ccccc1 | -22% | 3 | 22% | 5% | -0.1 | -5% | . | 2% | -12% |
| COc1ccc(CNS(=O)(=O)c2cc(CN3C(=O)c4cccnc4C3=O)ccc2OC)cc1 | -8% | -1 | 2% | -4% | -0.2 | -7% | 38% | -11% | 5% |

The list continues:
SMILES	EPAC1 antag	PI5P4Ka inh	Abeta yeast res	aSyn yeast inh	IL2 activator	PLK1 PBD inh	FUS yeast rescue	EPAC1 agonist	WRN inhibitor
Cc1ccc(S(=O)(=O)NCCNc2ccccc2[N+](=O)[O-])cc1	-15%	-1	6%	4%	-5.1	-7%	-8%	-1%	7%
CC(=O)NCCc1ccc(S(=O)(=O)Nc2ccc3c(c2)OCCO3)cc1	10%	-1	8%	5%	-0.2	-13%	0%	7%	-6%
CC(O)c1c(OCc2ccccc2)ncnc1OCc1ccccc1 (stereo not given)	-11%	17	-28%	-14%	-0.5	-1%	16%	1%	-14%
O=c1[nH][nH]c(C(F)(F)F)c1C=Nc1cccc(Cl)c1	3%	.	-10%	-1%	-1.7	-2%	32%	0%	2%
O=[N+]([O-])c1cc(-c2nc(-c3ccncc3)no2)cc([N+](=O)[O-])c1	-11%	-9	-54%[inhibitor]	5%	1.0	5%	3%	-3%	-4%
CC(C)(C)c1ccc(/C=C/C(=O)NC2CCS(=O)(=O)C2)cc1 (stereo not given)	-10%	6	18%	3%	-0.6	-8%	-22%	13%	-3%
COc1ccc(OCC(O)CNC(=O)c2ccccc2)cc1 (stereo not given)	?	3	4%	-5%	-0.5	-11%	-5%	-1%	0%
O=C(Nc1ccc(Cl)cc1C(F)(F)F)c1ccccc1	5%	9	-8%	-4%	-2.4	-13%	.	2%	10%
Cc1ccc(C)c(NC(=O)c2ccc3c(c2)CCN3S(C)(=O)=O)c1	0%	1	-15%&4%	-1%	-1.7	-4%	-3%&-17%	3%	7%
Cc1cc(NC(=O)Cn2nc(C(F)(F)F)c3c2CCC3)no1	7%	2	4%	-2%	1.0	-10%	3%	13%	-19%
NC(=O)c1cccc(-c2ccnc3c2CC(C(=O)NCCC(F)(F)F)O3)c1 (stereo not given)	-1%	-8	-19%	-1%	0.4	-3%	-11%	-13%	6%
CCOc1ccc(CNC(=O)NS(=O)(=O)c2ccc(OC)cc2)cc1	-7%	.	5%	1%	-0.9	-9%	30%	8%	-17%
CCn1c(C)c(C(C)=O)c(NCc2ccccc2)nc1=S	-6%	.	13%	1%	4.3	-2%	16%	-6%	-9%

With a hit mark in PLK1 PBD inh, among the entries above:
| mol | EPAC1 antag | PI5P4Ka inh | IL2 activator | PLK1 PBD inh | FUS yeast rescue | WRN inhibitor |
| --- | --- | --- | --- | --- | --- | --- |
| CSc1ccccc1OCc1cc(C(=O)N(C)CCn2nc(C)cc2C)no1 | -20% | -26 | -6.6 | 3.4µM* | 11% | -7% |

A draw from above in order of SMILES length, high to low.
SMILES	EPAC1 antag	PI5P4Ka inh	Abeta yeast res	aSyn yeast inh	IL2 activator	PLK1 PBD inh	FUS yeast rescue	EPAC1 agonist	WRN inhibitor
Cc1ccc(C)c(NC(=O)c2ccc3c(c2)CCN3S(C)(=O)=O)c1	0%	1	-15%&4%	-1%	-1.7	-4%	-3%&-17%	3%	7%
Cc1ccc(S(=O)(=O)NCCNc2ccccc2[N+](=O)[O-])cc1	-15%	-1	6%	4%	-5.1	-7%	-8%	-1%	7%
COc1ccc(OCC(O)CNC(=O)c2ccccc2)cc1 (stereo not given)	?	3	4%	-5%	-0.5	-11%	-5%	-1%	0%
